LYP inhibition – inhibitors of LYP phosphatase, biochemical, fluorescence intensity, uHTS (AID 1779); recombinant LYP phosphatase, fluorescence intensity; higher % means a stronger effect; one-dose inhibition, % at 11.5 µM; IC50 in µM for titrated hits; hit rate 0.054% among 290,000;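 note: plate controls were vehicle with enzyme for no effect and no enzyme for full effect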
Siah-1 displacement – blockers of Siah-1 interaction with plectin peptide – biochemical, fluorescence polarization, rhodamine-plectin, uHTS, primary screen (AID 1817); displacement, % at 20 µM; hits with a dose series show IC50 in µM; Siah-1 / rhodamine-plectin peptide fluorescence polarization; higher % means a stronger effect; hit rate 0.02% among 290,000;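 active = displacement of at least 50% at 20 µM, with a fluorescence ratio check between 0.3 and a set limit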;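 note: plate controls were Siah plus tracer with DMSO for no effect and tracer alone without Siah for full effect; strong numbers were not always called active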
HIV peptide binding – cell-free HIV fusion peptide-binding blockers – biochemical, uHTS, fluorescence dequenching, primary screen (AID 1986); cell-free peptide binding, fluorescence dequenching, 30 min; higher % means a stronger effect; inhibition, % at 20 µM; hits with a dose series show IC50 in µM; hit rate 0.3% among 290,000; in the data active = inhibition mostly above about 52%, no sharp cut-off; inactive = mostly below about 76%; note: some results filed as inactive read as strong as hits
Salmonella PhoP GFP – PhoP-dependent GFP reporter repression – Salmonella Typhimurium, primary screen (AID 1863); S. Typhimurium PhoP-regulated promoter GFP reporter, 4 h; higher % means a stronger effect; inhibition, % at 50 µM; hits with a dose series show IC50 in µM; hit rate 0.16% among 300,000;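 active = inhibition over 29.93%, a cutoff 3 SD above the screen mean, later confirmed by dose response; inconclusive = inhibition over 29.93% but no dose response follow-up; inactive = inhibition at most 29.93% or unconfirmed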;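 note: 0% = low Mg2+ inducing control and 100% = high Mg2+ repressing control; strong numbers were not always called active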
KOR beta-arrestin-1 – KOR agonists, beta-arrestin recruitment, primary screen, cell-based, luminescence, uHTS (AID 1777); KOR beta-arrestin recruitment, luminescence; higher % means a stronger effect; one-dose activation, % at 10 µM; EC50 in µM for titrated hits; hit rate 0.02% among 280,000; in the data active = activation above about 50%, passing the limit was not always enough; note: a part of the inactive calls stands beside numbers as strong as those of hits
Myeloid diff MLP – myeloid differentiation induction; hit rate 1% among 360,000; ER-HoxA9 myeloid progenitors, lysozyme-GFP differentiation, flow cytometry; calls only at 10 µM; AID 624256;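 active = normalized GFP-positive differentiation at or above the plate's own cutoff, the solvent-only control mean plus 3 SD; inconclusive = no clear call, values can overlap the other calls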;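 note: cells exposed to compound for four days before flow analysis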
NOD1 NF-kB reporter – inhibition of NOD1-driven NF-kB reporter – cell-based, luminescence, uHTS, primary screen (AID 1578); NOD1-driven NF-kB luciferase reporter cells, luminescence; higher % means a stronger effect; inhibition, % at 4 µM, or EC50 in µM where a hit was titrated; hit rate 1% among 290,000; in the data active = inhibition mostly above about 36%, no sharp cut-off; inactive = mostly below about 34%;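 note: HEK-293T reporter cells stimulated with the NOD1 agonist gamma-tri-DAP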
KOR beta-arrestin-2 – KOR antagonists, beta-arrestin recruitment, cell-based, luminescence, uHTS (AID 1778) | one-dose inhibition, % at 10 µM; IC50 in µM for titrated hits | KOR beta-arrestin recruitment, luminescence, antagonist mode; higher % means a stronger effect | hit rate 0.091% among 290,000; note: strong numbers were not always called active
HEK293 NOD2/NF-kB – NOD2 signaling inhibitors, cell-based, luminescence, uHTS, HEK293 (AID 1566) | HEK293 NOD2/NF-kB luciferase reporter, luminescence; higher % means a stronger effect | inhibition, % at 4 µM; hits with a dose series show EC50 in µM | hit rate 0.63% among 290,000; note: many of its hits are not listed in these tables
Myeloid diff MLP GFP+ MAC1+ % – also measured in Myeloid diff MLP; calls as there; GFP+ MAC1+ double positive, %; measured here: differentiation confirmed by MAC1 staining
* hit, by the source's call; i = inactive; ? = inconclusive; . = no result given; [ ] = dose if it differs, or a comment. Cut-off read from the data, not from the text of the source, unless noted: active = inhibition above about 50%; inactive = the rest. The list is partial (hit frequency here may not be typical).

Molecule	LYP inhibition	Siah-1 displacement	HIV peptide binding	Salmonella PhoP GFP	KOR beta-arrestin-1	Myeloid diff MLP	Myeloid diff MLP GFP+ MAC1+ %	NOD1 NF-kB reporter	KOR beta-arrestin-2	HEK293 NOD2/NF-kB
CC(C)[C@H](NC(=O)Nc1ccc(S(N)(=O)=O)cc1)C(=O)O	-15%	-2%	-1.3%	-12%	5.2%	i	5.9	11%	20%	12%
CCOc1ccc(S(=O)(=O)c2c(C(=O)c3ccccc3)cnc3cc4c(cc23)OCCO4)cc1	1%	-2%	2.9%	3%	-1.9%	i	0.2	22%	-9%	-16%
COCCNC(=O)c1ccc2c3n(nc2c1)-c1ccccc1CO3	-4%	2%	-1.1%	0%	1.4%	i	0.6	-12%	0%	-88%
O=C(N/N=C1\CCc2ccccc21)c1ccc(O)cc1	-2%	-3%	-2.3%	-2%	-0.6%	i	0.2	-5%	-44%[20 µM]	-88%
O=C(O)c1cc(-c2ccccc2)n[nH]1	2%	2%	1.0%	17%	13%	i	1.5	-21%	-23%	-12%
CCN(CC)S(=O)(=O)c1cc(OCC(N)=O)c(C)cc1Cl	-6%	-7%	-1.7%	-5%	0.3%	i	7.5	-19%	3%	-5%
O=C(OCN1C(=O)c2ccccc2C1=O)c1cccnc1SC(F)F	-3%	1%	-2.7%	5%	-1.1%	i	0.3	-19%	-11%	-5%
COc1ccc(C(=O)CSc2n[nH]c(-c3ccco3)n2)cc1	-1%	-2%	1.0%	-17%	8.9%	i	1.6	-3%	18%	10%
O=C(Cn1cc([N+](=O)[O-])nc1[N+](=O)[O-])N1CCN(c2ccccc2)CC1	1%	-2%	1.0%	.	-2.9%	i	0.4	5%	-5%[20 µM]	6%
Cc1n[nH]c(=O)nc1NCCN(C)C	-10%	-1%	1.0%	-13%	-9.0%	i	1.1	7%	-15%	8%
Cn1c(=O)n(C)c2cc(NS(=O)(=O)c3ccccc3)ccc21	-10%	1%	0.9%	-5%	-0.2%	.	.	-27%	-6%	-3%
O=C(CCSCc1ccc(Cl)cc1)NCc1cccnc1	-4%	-1%	0.9%	0%	1.7%	i	0.0	-13%	-14%	25%
CN1CCN(C(c2cccc(Cl)c2)c2ccccc2Cl)CC1 (stereo not given)	-6%	-8%	-0.4%	-2%	-2.1%	i	0.2	-20%	.	15%
O=C(NNC(=O)C12CC3CC(CC(C3)C1)C2)c1cccc([N+](=O)[O-])c1	-8%	9%	0.3%	0%	-3.1%	i	1.5	3%	2%	6%
Cc1ccc2[nH]c(=O)c(-c3nc4c(C)cccn4c3NCc3ccco3)cc2c1	-8%	4%	-2.7%	2%	-1.3%	i	0.8	-56%	18%	-16%
O=C(O)CCCCCN1C(=O)CSC1=S	-13%	-1%	-0.6%	-1%	0.1%	i	1.1	14%	-15%	1%
CCOC(=O)c1cc2cc(F)ccc2nc1C	-2%	-6%	-1.0%	11%	-0.4%	i	0.7	-2%	6%	19%
O=C(c1cccs1)N1CCN(C(=O)N2CCOCC2)CC1	-3%	2%	1.0%	0%	-3.4%	i	0.6	-8%	16%	6%
Cc1oc(-c2ccc(Cl)cc2)nc1CS(=O)CC(=O)NCCN1CCCC1 (stereo not given)	-6%	1%	1.7%	-1%	9.5%	i	2.0	9%	-27%	11%
COc1cc2nc(NCC3CCCO3)n3nc(-c4cccnc4)nc3c2cc1OC (stereo not given)	0%	-2%	-0.3%	-2%	0.0%	i	7.6	-118%	-39%	18%
O=C(c1ccccc1S(=O)(=O)NCC(O)COc1ccc([N+](=O)[O-])cc1)N1CCCCC1 (stereo not given)	7%	1%	-3.1%	4%	-0.2%	i	0.4	1%	-3%	21%
Clc1ccc(C[n+]2cc(-c3ccccc3)n3c2CCC3)cc1Cl	-7%	1%	1.4%	12%	-6.2%	i	0.4	-10%	32%	1%
CC(=O)c1c(C)[nH]c(C(=O)Nc2ccc(F)c(F)c2F)c1C	-11%	2%	-1.2%	3%	-5.9%	i	1.0	-20%	6%	10%
COc1ccc(OC)c(NC(=O)CCN2CC(C)OC(C)C2)c1 (stereo not given)	-8%	4%	-2.8%	-3%	.	i	1.4	8%	-6%	1%
Cc1cc(C(F)(F)F)c(C#N)c(SCC(=O)NC2CC2)n1	3%	-2%	1.2%	2%	3.3%	i	8.4	26%	10%	18%
O=C(Cc1cccs1)N(c1ccc(Br)cc1)C1C=CS(=O)(=O)C1 (stereo not given)	-3%	2%	-0.8%	12%	1.5%	i	0.2	-32%	-9%	0%
C/C=C/c1ccc(OCCOCCOc2cccc3cccnc23)c(OC)c1	2%	-5%	-2.9%	25%	0.0%	i	0.8	-14%	-22%	-8%
CN1CCN(c2nc(-c3ccccc3)nc3c2oc2ccccc23)CC1	0%	0%	-1.4%	.	2.0%	i	0.8	-7%	-43%	5%
C=CCOc1ccc(/C=C2\SC(N3CCCCC3)=NC2=O)cc1	-11%	0%	5.5%	1%	-3.1%	i	0.4	-52%	12%	-39%
COc1ccc(OC)c(C=Nc2ccccc2-c2nc3ccccc3[nH]2)c1	-21%	4%	-1.2%	26%	0.6%	i	0.0	-32%	-34%	-53%
COc1ccc2[nH]c(C)c(CCNC(=S)Nc3cc(C)cc(C)c3)c2c1	2%	-4%	-0.5%	-1%	-1.5%	i	4.3	-23%	2%	9%
Cc1ccc(C(CC(=O)O)NC(=O)CN2C(=O)c3ccccc3C2=O)cc1 (stereo not given)	-4%	1%	-0.8%	-5%	-0.9%	i	2.4	6%	-14%	-34%
Cc1ccccc1N1CCN(C(=O)NCc2cccc(Cl)c2)CC1	-5%	0%	0.7%	1%	3.9%	i	0.5	-14%	-8%	-6%
COCc1c(C(=O)N2CCN(Cc3c(F)cccc3Cl)CC2)oc2ccccc12	-4%	1%	0.8%	4%	-2.3%	i	0.8	-6%	-7%	35%
CCC1CCCCN1CCCNC(=O)C1CCCN(c2ncnc3c2nc2n3CCCCC2)C1 (stereo not given)	-17%	-3%	-0.2%	-1%	-2.6%	i	2.3	-5%	-6%	18%
CCN(CC)C1=N/C(=C\c2ccco2)C(=O)N1c1ccccc1	-2%	2%	25%	-11%	8.0%	i	0.5	-5%	-19%	-8%
Cc1occc1-c1nnc(SCC(=O)NC2CC2)n1C	-11%	4%	0.4%	2%	0.7%	?	.	-20%	6%	14%
COc1ccc(N2CCN(C(=O)C3CCCN(c4ncnc5c4nc4n5CCCCC4)C3)CC2)cc1 (stereo not given)	-7%	1%	-1.0%	-2%	-2.4%	?	.	-19%	-14%	32%
CC(=O)c1cccc(NC(=S)NC2CCCCCCC2)c1	-4%	0%	-0.8%	-5%	1.4%	?	.	-15%	-8%	14%
O=C(O)CCc1ccc(-c2ccc(Cl)cc2)n1NC(=O)c1ccc(O)cc1	-4%	0%	0.5%	1%	0.8%	i	0.6	32%	-28%[20 µM]	0%
Cc1ccc(C)c(N(C)C(=O)COc2cc(=O)n(C)c3ccccc23)c1	-9%	-2%	-1.3%	8%	-0.6%	i	2.8	-2%	25%	10%
COc1cc(/C=N/NC(=O)C(=O)NCC2CCCO2)ccc1OCC(=O)N1CCOCC1 (stereo not given)	-5%	8%	3.1%	-4%	-4.9%	i	0.4	-17%	-3%	6%
CCn1c(NC(=O)c2ccccc2F)c(-c2cccs2)c(=O)c2ccccc21	-6%	-6%	-1.9%	-4%	1.2%	i	0.3	7%	-28%	-8%
Cc1c(CC(=O)NCCCC(=O)O)c(=O)oc2c(C)c3oc4c(c3cc12)CCCC4	-7%	3%	0.0%	2%	0.8%	i	0.7	-7%	21%	23%
CCCCN(CCCC)C(=O)C[n+]1cccc(/C=N/O)c1	-6%	4%	3.2%	-11%	-2.9%	i	0.1	-17%	-3%	11%
COC(=O)/C(=C\c1ccc(O)cc1)c1nc2ccccc2[nH]1	-6%	15%	0.7%	-7%	-3.2%	i	0.1	-44%	32%	-3%
N#Cc1cc2c(nc1SCc1nc3ccccc3[nH]1)CCC2	-7%	-3%	-1.9%	-3%	6.2%	.	.	-53%	-33%	-205%
CCc1nc2ccccc2n(CCOCCn2c(=O)c(CC)nc3ccccc32)c1=O	-7%	-2%	-0.5%	.	0.9%	i	0.6	-6%	-6%	2%
CCOC(=O)c1cnn(-c2cc(C)cc(C)c2)c1N	-3%	4%	-0.6%	4%	-5.7%	i	0.3	-42%	23%	15%
COc1cc2ncc(S(=O)(=O)c3ccccc3)c(N3CCCC(C)C3)c2cc1OC (stereo not given)	4%	2%	-0.9%	.	-2.7%	?	.	-42%	-55%[20 µM]	7%

Look-ups from the list.
HIV peptide binding result of `N#Cc1cc2c(nc1SCc1nc3ccccc3[nH]1)CCC2` : -1.9%
HEK293 NOD2/NF-kB result of `COc1cc2ncc(S(=O)(=O)c3ccccc3)c(N3CCCC(C)C3)c2cc1OC` (stereo not given) : 7%

Continued.
Molecule	LYP inhibition	Siah-1 displacement	HIV peptide binding	Salmonella PhoP GFP	KOR beta-arrestin-1	Myeloid diff MLP	Myeloid diff MLP GFP+ MAC1+ %	NOD1 NF-kB reporter	KOR beta-arrestin-2	HEK293 NOD2/NF-kB
C=CCNC(=O)c1ccc2c(=O)n(Cc3ccccc3OC)c(=S)[nH]c2c1	-6%	0%	3.3%	4%	-1.1%	i	0.6	-9%	-10%	17%
O=C(C1CCCCN1S(=O)(=O)c1ccc(F)cc1)N1CCN(c2ccccc2F)CC1 (stereo not given)	4%	15%	-0.9%	-2%	-2.3%	i	2.6	-23%	18%	-9%
COc1ccc(NC(=O)c2ccccc2NC(=O)NC2CCCCC2)cc1	1%	-3%	7.9%	0%	-1.5%	i	0.9	-14%	-1%	-16%
O=C(NCCCn1cccn1)C1CCC(=O)N(CCc2ccccc2)C1 (stereo not given)	-12%	0%	1.5%	6%	-1.4%	i	3.7	-12%	-4%	6%
CC1CCCCN1Cc1ccc(-c2nnn(CC(=O)NC3CCCCC3)n2)cc1 (stereo not given)	-2%	0%	1.1%	-4%	-1.5%	i	1.4	-33%	1%	0%
O=C(O)CC/C(=N\Nc1ccccc1[N+](=O)[O-])c1cccs1	0%	-3%	-1.6%	13%	-1.9%	.	.	-9%	-2%	16%
CCN(CCC(=O)Nc1cc([N+](=O)[O-])ccc1OC)Cc1ccccc1	-6%	-8%	1.9%	-13%	1.6%	i	0.8	-12%	4%	-16%
Cc1cc(C)cc(Oc2nc(C(F)(F)F)nc3ccccc23)c1	4%	1%	1.4%	9%	-2.0%	i	0.5	-12%	-23%	-1%

High-throughput results deposited in PubChem BioAssay by several laboratories.
